HEK293 tox – cytotoxic in the GLP-1 receptor inverse agonist counter-screen; HEK293 cAMP-luciferase reporter cells, luminescence, 24 h; Potency, µM (top dose mostly 38.3 µM), for inactives: at the highest dose activity change, negative = inhibition, usual class: inhibitors; 410,000 compounds, 0.13% hits;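 note: loss of luciferase light is scored as toxicity; potency is the fitted concentration of half-maximal effect; % is set by controls: 0 for no effect and ±100 for the full control effect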
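Luminescence readout: signal drop marks cytotoxicity. Plated cells grew 12 h at 37 °C, 5% CO2, received 23 nL compound for 24 h, then got luciferase reagent, read after 12 min at RT.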
GLP1R ag – GLP-1 receptor (human) agonism; P43220; HEK293 GLP-1R CRE-luciferase, luminescence, 4-6 h; cells express a hypersensitive GLP-1R form; Potency, µM (highest dose often 45.6 µM), for the others: top-dose activation, hits mostly activators; 380,000 compounds, 0.007% hits; AID 624172; note: potency is the fitted concentration of half-maximal effect; % of control where 0% means no effect
Target sequence (P43220 whole entry, looked up): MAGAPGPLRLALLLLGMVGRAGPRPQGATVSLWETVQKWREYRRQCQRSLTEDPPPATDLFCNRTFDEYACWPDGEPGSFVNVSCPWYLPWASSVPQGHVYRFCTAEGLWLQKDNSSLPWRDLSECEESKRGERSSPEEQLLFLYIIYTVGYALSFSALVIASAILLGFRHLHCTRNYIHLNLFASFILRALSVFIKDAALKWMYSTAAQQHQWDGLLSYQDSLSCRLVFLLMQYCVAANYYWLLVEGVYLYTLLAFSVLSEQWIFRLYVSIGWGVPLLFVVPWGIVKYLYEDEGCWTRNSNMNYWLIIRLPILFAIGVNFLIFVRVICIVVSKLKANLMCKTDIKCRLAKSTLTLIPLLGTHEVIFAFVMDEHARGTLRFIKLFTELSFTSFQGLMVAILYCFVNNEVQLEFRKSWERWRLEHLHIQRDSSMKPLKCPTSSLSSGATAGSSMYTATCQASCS
PI5P4K alpha inh – blocks human PI5P4K alpha kinase activity; P48426; max response, %; AID 652105; 330,000 compounds, 1.2% hits; PI5P4Kalpha enzyme, ADP-Glo luminescence, 60 min; active compounds read low; active = max response of -50% or lower; inconclusive = between -30% and -50%; inactive = -30% or higher; note: value at the top dose of about 77 µM; % is set by controls: 0 for no effect and ±100 for the full control effect
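PI5P4Kalpha ADP-Glo assay; 5 microM ATP final; 60 min RT reaction; HEPES pH 7.4/EGTA/CHAPS, 5% DMSO; controls lacking substrate or enzyme; luminescent end-point.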
PTHR1 ag – agonists of human PTHR1 parathyroid hormone receptor | 410,000 compounds, 0.075% hits | Potency, µM (highest dose often 115 µM), for inactives: top-dose activation, usual class: activators | HEK293 GP2 PTHR1 cells, GloSensor cAMP luminescence, 1 h | AID 743266 | Q03431; note: potency is the fitted concentration of half-maximal effect; nearly all actives have a fitted effect of over 55% in size; some results filed as inactive show a strong effect at the top dose; inactives centre near -15; many of its hits are not listed in these tables
Target sequence (Q03431 whole entry, looked up): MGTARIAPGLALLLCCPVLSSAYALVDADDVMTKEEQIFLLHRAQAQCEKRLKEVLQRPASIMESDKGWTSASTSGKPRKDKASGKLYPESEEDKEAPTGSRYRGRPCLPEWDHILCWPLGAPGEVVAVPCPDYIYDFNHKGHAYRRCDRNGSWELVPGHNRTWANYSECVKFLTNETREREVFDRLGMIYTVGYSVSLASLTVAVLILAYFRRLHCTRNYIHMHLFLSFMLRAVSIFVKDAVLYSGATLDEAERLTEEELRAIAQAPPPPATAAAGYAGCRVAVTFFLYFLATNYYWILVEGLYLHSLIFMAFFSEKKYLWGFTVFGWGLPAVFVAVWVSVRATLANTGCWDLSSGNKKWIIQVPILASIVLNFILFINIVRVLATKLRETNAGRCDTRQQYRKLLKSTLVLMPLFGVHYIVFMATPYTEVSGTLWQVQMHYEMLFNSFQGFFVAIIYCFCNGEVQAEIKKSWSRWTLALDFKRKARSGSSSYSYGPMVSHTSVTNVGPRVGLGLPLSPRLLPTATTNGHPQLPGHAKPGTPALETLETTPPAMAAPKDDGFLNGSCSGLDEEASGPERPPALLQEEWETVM
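HEK-293-derived GP2 cells expressing PTHR1 and a GloSensor cAMP reporter, 3,000/well, plated overnight, given luciferin plus IBMX (each 0.5 mM as added) for 1 h at 37 °C, then compound for 1 h at 37 °C. Luminescence was read after 15 min at room temperature.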
EPAC1 ag – EPAC1 (human) agonism; O95398; EPAC1 agonist qHTS, biochemical assay; response scale: 100% = response to 6.5 mM cAMP; Potency, µM (titrated, usually from 154 µM), inactives show at the highest dose activation, usual class: activators; 360,000 compounds, 0.073% hits; note: potency is the fitted concentration of half-maximal effect; nearly all actives have a fitted effect of over 60% in size
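Normalized to 6.5 mM cAMP, activity reflects EPAC1-catalysed release of BODIPY-GDP from Rap1B, followed kinetically over 30 min at 480 nm excitation, 540 nm emission. Reaction contained 100 nM EPAC1, 250 nM Rap1B-BODIPY-GDP, 50 uM GDP.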
EPAC1 antagonist – antagonists of human EPAC1 | EPAC1 GEF assay, Rap1b-BODIPY-GDP exchange fluorescence | Potency, µM (top dose mostly 115 µM), without a hit: top-dose activity change, negative = inhibition, hits mostly inhibitors | 360,000 compounds, 0.14% hits;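 note: potency is the fitted concentration of half-maximal effect; plate controls were vehicle for no effect and positive control for full effect; nearly all actives have a fitted effect of over 50% in size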
GLP-1R inv ag – inverse agonists of human GLP-1 receptor | HEK293 GLP-1R CRE-luciferase, luminescence, 24 h; GLP-1R form is constitutively active | Potency, µM (doses to about 38.3 µM), for the others: at the top dose activity change, negative = inhibition, hits mostly inhibitors | 410,000 compounds, 1.6% hits; note: potency is the fitted concentration of half-maximal effect; % is set by controls: 0 for no effect and ±100 for the full control effect; nearly all actives have a fitted effect of over 55% in size
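Inverse agonism was detected as reduced cAMP-driven luciferase luminescence after 24 h compound treatment. The cells were HEK293 clones expressing constitutively active human GLP-1R with the reporter. Reporter-only and GPR119 cell lines served as counterscreen controls.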
IL2 activator – IL-2 activation | IL-2 activation reporter assay, cell-based qHTS; stimulated with anti-CD3/CD4/CD28 beads; in transgenic mouse T cells | activation, % (series mostly up to about 46 µM) | 360,000 compounds, 0.065% hits; in the data active = activation above about 50%; inconclusive = mostly about 30% to 49%; note: 0% is about no effect
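Unstimulated transgenic mouse T cells; 60-min compound exposure; bead-based TCR/CD4/CD28 stimulation; 18 h culture, 37 degrees C; dual fluorescence (EGFP, DsRed) plate cytometry.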
PLK1 PBD inh – PLK1 (human) polo-box domain binding inhibition | P53350 | Plk1 PBD binding of FITC phosphopeptide, fluorescence polarization | Potency, µM, for the others: max response, negative = inhibition, actives largely listed as inhibitors | 360,000 compounds, 2.8% hits | AID 720504; note: potency is the fitted concentration of half-maximal effect; series mostly up to about 57 µM; % is set by controls: 0 for no effect and ±100 for the full control effect; nearly all actives have a fitted effect of over 65% in size
* marks the source's active call; other numbers are inactive results; i = inactive; ? = inconclusive; · = no result given; [ ] = dose if it differs, or a comment. Unless noted, calls come from the whole dose curve; as a rule, active = well fitted curve in the direction sought with a large enough effect; inconclusive = small, poorly fitted or top-dose-only effect, or another doubt; inactive = no such curve, though single readings can be large; an effect the other way counts as inactive or inconclusive.

SMILES | HEK293 tox | GLP1R ag | PI5P4K alpha inh | PTHR1 ag | EPAC1 ag | EPAC1 antagonist | GLP-1R inv ag | IL2 activator | PLK1 PBD inh
COc1ccc(-n2nnnc2SCC(=O)c2ccc(O)c(O)c2)cc1 | -19% | 1% | · | -2% | 1% | 45µM* | 1% | -1.8 | 0%
CCOC(=O)C1=C(C(=O)OCC)N(CC2CCCCC2)CCC1=O | 0% | 1% | 3 | -21% | -16% | -14% | 2% | 0.0 | -9%
COC(/C=C/Nc1ccc(Cl)cc1)=C(C#N)C#N | -4% | 3% | -6 | i | 4% | -8% | -11% | 0.1 | 0%
O=C(CC1SC(=Nc2ccc(OC(F)F)cc2)N(CCC2=CCCCC2)C1=O)Nc1ccccc1F (configuration not stated) | ? | -9% | -13 | i | 10% | -8% | ? | -1.5 | -7%
O=S(=O)(Cc1noc(-c2ccc(OC(F)(F)F)cc2)n1)c1ccc(F)cc1 | 2% | 2% | -2 | -36%[inhibitor] | -3% | -7% | -12% | 1.7 | -5%
CCCCn1c(C(C)NC(=O)c2ccccc2)nc2ccccc21 (configuration not stated) | 17% | -1% | · | -15% | · | · | ? | · | ·
O=C(CCSc1nc(-c2ccco2)cc(C(F)(F)F)n1)N1CCN(c2ccccn2)CC1 | 21% | -4% | -5 | -25%[57.5 µM] | 0% | 8% | 2% | -0.5 | -4%
O=C(Nc1cccc(F)c1)c1ccc(-c2cccnc2)c2ccoc12 | -14% | -6% | -25 | -1% | -9% | ? | ? | -0.5 | 2%
Cc1cccc(OCC(=O)N/N=C\c2cccn2C)c1C | 18% | 9% | 2 | -13% | 10% | -23% | -22% | -0.3 | -18%
CCCC(=O)N1CCc2[nH]c3ccccc3c2C1 | 48%[activator] | 0% | -1 | i | -2% | 19% | 8% | -3.7 | 27µM*
NC(=O)c1ccsc1NC(=O)COC(=O)Cc1ccc(F)cc1 | 0% | 4% | -10 | -34%[inhibitor] | 5% | -3% | 9% | -1.9 | -1%
CCOc1ccc(NC(=O)C2CCCN2S(=O)(=O)c2ccc3c(c2)C(C)(C)C(=O)N3C)cc1 (configuration not stated) | -2% | 3% | -4 | -29% | 8% | 2% | 4% | 2.7 | 0%
Cc1ccc(CC2SC(N)=NC2=O)cc1 (configuration not stated) | -13% | -5% | -2 | -13% | -14% | 2% | 14% | 1.9 | -5%
CCOC(=O)c1cc2occc2n1CC(=O)N1CCOCC1 | 2% | -5% | · | i | 9% | 13% | 0% | -2.3 | -6%
Clc1ccc(CSc2cc3c(nn2)-c2ccccc2CC3)cc1Cl | -4% | -14% | 2 | -23%[57.5 µM] | 4% | 5% | ? | 0.6 | -3%
Cc1cc(OCc2nc3ccccc3s2)ccc1N | 31%[activator] | 8% | -12 | -16% | -2% | 5% | -23% | -2.2 | 11µM*
CCCn1nnnc1NCc1ccc(N(C)C)cc1 | -14% | 5% | -1 | ? | 1% | -2% | 5% | 0.0 | -25%
CCCCOC(=O)c1ccc(NC(=O)CSC2=Nc3ccccc3C3CC=NN23)cc1 (configuration not stated) | 0% | 11% | -2 | -18% | 11% | 10% | 2% | -2.0 | -12%
CCC(c1nnnn1C1CCCC1)N(Cc1cccs1)Cc1cc2cccc(C)c2[nH]c1=O (configuration not stated) | ? | -16% | 4 | 13%[57.5 µM] | 6% | 0% | ? | 0.7 | 5%
COc1ccccc1CNC(=O)[C@@H](NC(=O)C1CCN(C(=O)[C@@H]2CCCN2)CC1)C(C)C | 2% | -3% | 8 | i | -6% | 4% | 25% | 0.8 | -2%
O=C(/C=C/Nc1ccccc1C(F)(F)F)c1ccco1 | -6% | 2% | -8 | -10% | -8% | -17% | -8% | -0.5 | -24%
CC(C)n1c(SCc2ccccc2F)nc2c1c(=O)n(C)c(=O)n2C | 1% | -5% | -3 | -87%[inhibitor] | 6% | -19% | -5% | -4.4 | -4%
O=c1c2cc(NC(=S)NCc3cccnc3)ccc2nc2n1CCCCC2 | -4% | 8% | -2 | -39%[inhibitor] | -6% | -12% | 0% | -2.1 | -2%
CN1CCN(C(=O)c2ccccc2-c2ccccc2C(=O)O)CC1 | 28% | 0% | · | i | 6% | 9% | 0% | 3.6 | -1%
N#CC1=C(N)OC2=C(C(=O)CCC2)C1c1ccoc1 (configuration not stated) | -2%[7.66 µM] | 0% | -13 | i | 5% | -6% | 1%[7.66 µM] | -0.5 | -17%

Remaining list, next part.
SMILES | HEK293 tox | GLP1R ag | PI5P4K alpha inh | PTHR1 ag | EPAC1 ag | EPAC1 antagonist | GLP-1R inv ag | IL2 activator | PLK1 PBD inh
Cc1ccnn1CC(=O)N/N=C/c1ccco1 | 2% | -12% | -9 | -4% | 3% | 1% | 5% | -1.4 | -10%
Cc1c(C(=O)NC(=S)Nc2ccc3c4c(cccc24)CC3)cccc1[N+](=O)[O-] | -2% | -24% | 0 | ? | 1% | 14% | 10% | 0.4 | -21%
CCn1nccc1C(=O)Nc1ccc(C)c(C)c1 | 2% | 8% | -6 | -7% | -5% | -3% | 12% | 1.1 | 3%
Cc1c(C(=O)N(Cc2ccccc2Cl)C2CCS(=O)(=O)C2)oc2ccccc12 (configuration not stated) | -31% | 14% | 5 | -14% | -5% | -5% | 10µM* | -2.3 | -5%
O=C(NCc1ccco1)NC12CC3CC(CC(C3)C1)C2 | 2% | 11% | 1 | i | 3% | -3% | ? | 0.9 | -7%
CCSc1nnc(NC(=O)Cc2ccc(OC)cc2)s1 | -9% | 0% | -1 | i | -4% | 11% | 5% | -4.1 | -2%
CCN(CC)C(=O)CSc1nc2ccccc2c(=O)n1CCC(=O)NCCc1ccc(OC)c(OC)c1 | 1% | 0% | 1 | i | -4% | -19% | 0% | 0.6 | -5%
Cc1cccc(N2CCN(Cc3nc(-c4cccc(Cl)c4)oc3C)CC2)n1 | -1% | 16% | 2 | i | 17% | -6% | ? | 0.2 | -10%
O=c1[nH]c2cccnc2n(CCNc2ncc(C(F)(F)F)cc2Cl)c1=O | 9% | 18% | -3 | i | 3% | 22% | 77%[activator] | 1.7 | -23%
O=C(Nc1ccc2c(c1)OCO2)c1cnc(Cl)c(Cl)c1 | 1% | -2% | 2 | i | 0% | -16% | ? | -3.4 | -2%
COc1ccc(CC(=O)O/N=C(\N)c2ccc(OC)cc2)cc1 | 3% | 17% | -7 | -75%[inhibitor] | 7% | -15% | ? | -0.5 | 5%
COc1ccc(-c2ccc(C(=O)N3CCOCC3)c3occc23)c(C)c1 | 1% | 6% | 2 | -51%[inhibitor] | -3% | 10% | 4% | -0.4 | -4%
CCOc1ccc(CCNC(=O)COC(=O)COc2ccccc2C)cc1OCC | -5% | 4% | 0 | i | ? | 0% | 29% | 4.1 | 1%
O=C(Nc1ccccc1Cl)c1cc(C2CCCCN2C(=O)CCc2ccccc2)on1 (configuration not stated) | 4% | -3% | 5 | -10% | 20% | -17% | ? | -0.3 | -4%
COc1ccc(CCNC(=O)C2CCN(C(=O)c3ccc(Br)cc3)CC2)cc1OC | -13% | -1% | 7 | -12% | -2% | -11% | 8% | -0.3 | 1%
CCOC(=O)c1c(-c2ccc(C)cc2)csc1NC(=O)/C(C#N)=C/c1ccc(O)c(OC)c1 | 0% | 0% | -5 | -31%[inhibitor] | -4% | -21% | -21% | -7.4 | 41%[activator]
O=C(C1CCN(c2nc(-c3ccccc3)nc3c2CCC3)CC1)N1CCC(O)CC1 | -5% | 2% | 7 | -2% | 0% | -18% | -18% | 0.1 | -3%
O=C(N/N=C1\CCc2ccccc21)c1ccccc1O | -12% | -4% | -10 | -21% | 0% | 9% | ? | 4.1 | -6%
CC1CCN(S(=O)(=O)c2cccc(C(=O)NCc3cccs3)c2)CC1 | 2% | 6% | 4 | -18%[57.5 µM] | -2% | -6% | -3% | -0.5 | 0%
S=c1[nH]nc(-c2ccc(Cl)cc2)n1/N=C/c1ccco1 | -30% | 4% | -6 | i | 8% | -23% | 7% | 0.4 | -23%
Cc1ccc(C)c(N2CCN(c3ccc([N+](=O)[O-])cn3)CC2)c1 | -1% | -4% | 13 | -67%[inhibitor] | 5% | -1% | -5% | -1.4 | 3%
COc1ccc(CC(=O)OCC(=O)NCC2CCCO2)cc1OC (configuration not stated) | ? | -6% | -1 | i | -2% | -2% | -20% | 0.2 | 7%
Cc1cccc(OCC(=O)Nc2ccc3c(c2)OCCO3)c1 | 16% | -3% | -1 | -15% | 7% | -2% | 1% | -2.6 | -9%

Rewritten with values under each structure: seven of the compounds above
Results follow in this order: HEK293 tox | GLP1R ag | PI5P4K alpha inh | PTHR1 ag | EPAC1 ag | EPAC1 antagonist | GLP-1R inv ag | IL2 activator | PLK1 PBD inh
- Cc1cccc(OCC(=O)N/N=C\c2cccn2C)c1C
 : 18% | 9% | 2 | -13% | 10% | -23% | -22% | -0.3 | -18%
- CCCC(=O)N1CCc2[nH]c3ccccc3c2C1
 : 48%[activator] | 0% | -1 | i | -2% | 19% | 8% | -3.7 | 27µM*
- NC(=O)c1ccsc1NC(=O)COC(=O)Cc1ccc(F)cc1
 : 0% | 4% | -10 | -34%[inhibitor] | 5% | -3% | 9% | -1.9 | -1%
- CCOc1ccc(NC(=O)C2CCCN2S(=O)(=O)c2ccc3c(c2)C(C)(C)C(=O)N3C)cc1 (configuration not stated)
 : -2% | 3% | -4 | -29% | 8% | 2% | 4% | 2.7 | 0%
- Cc1ccc(CC2SC(N)=NC2=O)cc1 (configuration not stated)
 : -13% | -5% | -2 | -13% | -14% | 2% | 14% | 1.9 | -5%
- CCOC(=O)c1cc2occc2n1CC(=O)N1CCOCC1
 : 2% | -5% | · | i | 9% | 13% | 0% | -2.3 | -6%
- Clc1ccc(CSc2cc3c(nn2)-c2ccccc2CC3)cc1Cl
 : -4% | -14% | 2 | -23%[57.5 µM] | 4% | 5% | ? | 0.6 | -3%

High-throughput results from PubChem BioAssay.

These rows are one share of the data; count on the stated rates, not on these rows.
